BRCA1 expr up: qHTS Assay to Identify Small Molecule Activators of BRCA1 Expression. MCF7-BRCA1-FFLuc reporter, luminescence, 48 h; response scale: scaled: vehicle 0%, 10 µM genistein 100%. Potency, µM (doses to about 46.1 µM), inactives show top-dose activation, most hits filed as activators. hit rate 1.1% among 380,000. AID 624202, 2012; also: potency is read from the fitted curve at half-maximal effect; nearly all actives have a fitted effect of over 80% in size; some results filed as inactive show a strong effect at the top dose
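Luminescence from a BRCA1-driven firefly luciferase in MCF7 cells was read after 48 h compound exposure at 37 C. Data normalized against DMSO and a 10microM genistein activation control, then curve-fitted across the titration.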
PKM2 activator: qHTS Assay for Activators of Human Muscle isoform 2 Pyruvate Kinase | Pyruvate kinase PKM (Homo sapiens), P14618 | Potency, µM (doses to about 57.5 µM), inactives show at the top dose activation, actives largely listed as activators | hit rate 0.34% among 260,000 | purified PKM2, Kinase-Glo ATP luminescence, activation; response scale: 0% is enzyme alone, no compound | AID 1631, 2009; also: potency is read from the fitted curve at half-maximal effect; % is scaled to controls: 0 for no effect and ±100 for the full control effect; nearly all actives have a fitted effect of over 55% in size
Target sequence (P14618 whole entry, looked up, canonical isoform): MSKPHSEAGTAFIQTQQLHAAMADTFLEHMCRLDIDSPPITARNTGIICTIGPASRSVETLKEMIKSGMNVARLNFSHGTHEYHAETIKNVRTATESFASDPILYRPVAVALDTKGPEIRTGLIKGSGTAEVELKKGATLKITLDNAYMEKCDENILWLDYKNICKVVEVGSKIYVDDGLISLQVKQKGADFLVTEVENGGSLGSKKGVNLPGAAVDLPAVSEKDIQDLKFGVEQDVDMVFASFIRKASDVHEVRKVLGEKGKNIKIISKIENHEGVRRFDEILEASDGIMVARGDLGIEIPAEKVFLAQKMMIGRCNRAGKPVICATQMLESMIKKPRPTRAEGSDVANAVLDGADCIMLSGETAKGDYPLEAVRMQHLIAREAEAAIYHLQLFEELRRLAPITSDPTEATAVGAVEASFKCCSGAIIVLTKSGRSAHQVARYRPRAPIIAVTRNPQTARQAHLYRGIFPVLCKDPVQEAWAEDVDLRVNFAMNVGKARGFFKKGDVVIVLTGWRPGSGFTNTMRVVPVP
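ATP formation by purified human PK-M2, quantified via coupled luciferase luminescence after 1 h at room temperature with 0.1 mM ADP and 0.5 mM PEP final.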
NPC1 promoter act: qHTS Assay for NPC1 Promoter Activators | AID 485313, 2010 | hit rate 2.4% among 320,000 | Huh7 NPC1 promoter luciferase reporter, 24 h | Potency, µM (top dose mostly 9.22 µM), for the others: top-dose activation, most hits filed as activators;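 also: potency is read from the fitted curve at half-maximal effect; % of control where 0% means no effect; nearly all actives have a fitted effect of over 60% in size; reporter is driven by a mutant NPC1 promoter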
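Stable NPC1-promoter luciferase Huh7 line; cpd (DMSO) 24 h, 37 °C, 5% CO2; Amplite luciferase reagent 10 min RT; luminescence readout. qHTS format.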
Giardia killer: Small Molecules that selectively kill Giardia lamblia: qHTS; activity change, % at 7.66 µM, hits read low; Giardia lamblia trophozoite viability; AID 540267, 2011; hit rate 0.15% among 340,000; in the data active = activity change below about -80%; inconclusive = between about -30% and that limit;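 also: parasites exposed to compound for two days anaerobically before the ATP read; % is scaled to controls: 0 for no effect and ±100 for the full control effect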
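Luminescent ATP signal served as the viability read-out, measured 15-30 min after adding ATP detection reagent to trophozoites that had been incubated with compounds for 48 hrs at 37 deg C anaerobically at 100 cells/well.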
Menin-MLL TR inh: qHTS Assay for Inhibitors Targeting the Menin-MLL Interaction in MLL Related Leukemias: Competition With Texas Red Labeled MLL-derived Mutant Peptide; O00255; Menin + Texas Red MLL mutant peptide, fluorescence polarization; Potency, µM (doses to about 61.6 µM), inactives show at the highest dose FP activity change, negative = inhibition, actives largely listed as inhibitors; hit rate 0.23% among 270,000; AID 1768, 2009; active = well fitted inhibition curve with a large enough effect in the polarisation, with a control signal flat, not every such curve was filed as active; inconclusive = small, poorly fitted or top-dose-only effect, or effect the other way, or a change in a side signal; inactive = no such curve, though single readings can be large or run the other way; the % refers to the polarisation; also: potency is read from the fitted curve at half-maximal effect; % of control where 0% means no effect; many of its hits are not listed in these tables
p53 reactivation: qHTS assay for re-activators of p53 using a Luc reporter. H1299 p53-A138V BP100-luciferase reporter, luminescence, 24 h. Potency, µM (highest dose often 92.2 µM), inactives show top-dose activity change, positive = activation, most hits filed as activators. hit rate 0.063% among 320,000; also: potency is read from the fitted curve at half-maximal effect; % of control where 0% means no effect; nearly all actives have a fitted effect of over 45% in size
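p53-null H1299 cells stably carrying temperature-sensitive p53-A138V and a BP100-luciferase reporter were pinned with compounds (4-point, 1:5 series) and held 24 hrs at 37 deg C. Luminescence was read 10 min after detection reagent.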
VP16 counter: VP16 counterscreen qHTS for inhibitors of ROR gamma transcriptional activity; Drosophila S2 Gal4-VP16 UAS-luciferase, luminescence, 20 h; Potency, µM (doses to about 53.6 µM), for inactives: top-dose activity, negative = inhibition, most hits filed as inhibitors; hit rate 3.5% among 310,000; AID 2546, 2010;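 also: Gal4-VP16 expression switched on by copper sulfate through the metallothionein promoter; potency is read from the fitted curve at half-maximal effect; % is scaled to controls: 0 for no effect and ±100 for the full control effect; nearly all actives have a fitted effect of over 50% in size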
RORg inh: qHTS for inhibitors of ROR gamma transcriptional activity; Drosophila S2 Gal4-RORgamma UAS-luciferase reporter, 20 h; Potency, µM (highest dose often 53.6 µM), for the others: at the top dose activity change, negative = inhibition, hits mostly inhibitors; hit rate 5.4% among 310,000; also: potency is read from the fitted curve at half-maximal effect; % is scaled to controls: 0 for no effect and ±100 for the full control effect; nearly all actives have a fitted effect of over 60% in size
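Luminescence from a UAS-regulated Photinus luciferase reporter in stably transfected Drosophila Schneider cells is measured; decreased signal marks ROR gamma inhibition. Fusion expression is induced by 700 uM copper sulfate for 20 hr.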
Rab9 prom act: qHTS Assay for Rab9 Promoter Activators | AID 485297, 2010 | hit rate 2.8% among 320,000 | Potency, µM (series often up to 9.22 µM), inactives show top-dose activation, negative = inhibition, hits mostly activators | Huh7 Rab9 promoter-luciferase reporter, luminescence, 24 h; also: potency is read from the fitted curve at half-maximal effect; % of control where 0% means no effect; nearly all actives have a fitted effect of over 60% in size
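Steps: seed 1500 Huh7 Rab9-luc cells per well, rest 2 h at 37 °C; add compound in DMSO; incubate 24 h; add luciferase reagent, 10 min ambient; read luminescence.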
ELG1 genotox: qHTS screen for small molecules that induce genotoxicity in human embryonic kidney (HEK293T) cells expressing luciferase-tagged ELG1; HEK293T ELG1-luciferase reporter, luminescence, 16 h; Potency, µM (top dose mostly 46 µM), for the others: at the top dose activity change, positive = activation, actives largely listed as activators; hit rate 1.3% among 330,000; also: potency is read from the fitted curve at half-maximal effect; % of control where 0% means no effect; nearly all actives have a fitted effect of over 60% in size
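ELG1-luciferase HEK293T cells, 2,000/well; compound pinned in; 16 hr, 37 °C, 5% CO2; ONE-Glo, 30 min RT; luminescence on CCD imager.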
FLuc counter: qHTS profiling assay for firefly luciferase inhibitor/activator using purifed enzyme and Km concentrations of substrates (counterscreen for miR-21 project); Luciferin 4-monooxygenase (Photinus pyralis), P08659; purified FLuc, Km substrates, luminescence inhibition; Potency, µM (titrated, usually from 57.5 µM), inactives show top-dose activity change, negative = inhibition, hits mostly inhibitors; hit rate 6.9% among 360,000; AID 588342, 2011;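 also: potency is read from the fitted curve at half-maximal effect; plate controls were vehicle for no effect and reference inhibitor for full effect; nearly all actives have a fitted effect of over 55% in size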
Target sequence (P08659 whole entry, looked up): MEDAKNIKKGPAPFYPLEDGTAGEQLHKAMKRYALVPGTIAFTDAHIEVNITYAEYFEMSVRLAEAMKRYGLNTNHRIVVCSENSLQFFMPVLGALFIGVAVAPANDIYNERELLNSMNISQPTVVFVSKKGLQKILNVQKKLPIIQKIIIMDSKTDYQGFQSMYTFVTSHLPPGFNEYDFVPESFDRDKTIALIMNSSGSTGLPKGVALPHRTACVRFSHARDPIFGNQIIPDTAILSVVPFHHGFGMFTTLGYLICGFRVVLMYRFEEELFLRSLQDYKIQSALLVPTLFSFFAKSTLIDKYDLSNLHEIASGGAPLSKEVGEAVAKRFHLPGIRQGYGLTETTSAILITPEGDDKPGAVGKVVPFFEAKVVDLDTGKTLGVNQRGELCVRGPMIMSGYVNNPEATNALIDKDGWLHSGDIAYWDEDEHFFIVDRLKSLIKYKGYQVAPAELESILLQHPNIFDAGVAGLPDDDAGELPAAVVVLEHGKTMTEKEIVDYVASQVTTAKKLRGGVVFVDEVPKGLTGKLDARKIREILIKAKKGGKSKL
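Biochemical qHTS of compounds, final roughly 60 µM downward over six points, against 10 nM purified firefly luciferase using Km concentrations of substrates (10 uM D-luciferin, 10 uM ATP) in Tris acetate pH 7.5 buffer; luminescence output.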
An asterisk follows results filed as active; ? = inconclusive; nt = no result given; & = joins results of further samples; [ ] = another dose, or the depositor's remark. Unless noted, calls follow the shape of the dose curve; as a rule, active = well fitted curve in the direction sought with a large enough effect; inconclusive = small, poorly fitted or top-dose-only effect, or another doubt; inactive = no such curve, though single readings can be large; an effect the other way counts as inactive or inconclusive. These rows are one share of the data. The share of hits here may be higher or lower than overall.

SMILES | BRCA1 expr up | PKM2 activator | NPC1 promoter act | Giardia killer | Menin-MLL TR inh | p53 reactivation | VP16 counter | RORg inh | Rab9 prom act | ELG1 genotox | FLuc counter
O=C1C(=O)N(CCN2CCCCC2)c2ccccc21 | 0% | -5% | -2% | 7 | 1% | 13% | 0% | -13% | 2% | 4% | -1%
CCOC(=O)N1CCN(CC(O)COc2ccccc2C(C)(C)C)CC1 (configuration not stated) | -13% | 2% | -2% | 1 | -7% | -8% | -7% | 14% | -2% | -4% | 0%
N#Cc1ccc(OCc2nnc(-c3ccc([N+](=O)[O-])cc3)o2)cc1 | -1% | ? | ? | -19 | 8% | 3% | -20% | -7% | 30% | 8% | 2%
CCOC(=O)c1c(NC(=O)c2ccccc2Cl)sc2c1CCc1ccccc1-2 | -69% | -18% | -2% | 0 | 2% | -2% | 1% | 4% | -3% | -3% | ?
Cc1ccc(Cl)cc1NC(=O)COC(=O)c1ccc(CN2CCCC2=O)cc1 | 20% | nt | 0% | -15 | nt | 3% | nt | nt | ? | 1% | 4%
O=C(O)CCc1nn2c3ccccc3n(CC(=O)O)c2nc1=O | 23% | -13% | -2% | 25 | -2% | 2% | -9% | 0% | 2% | 0% | -5%
CCOc1ccc(NC(=S)NC(=O)/C=C/c2ccco2)cc1 | -42% | 0% | -2% | 9 | 8% | nt | 5.6µM* | 4µM* | 21% | 14% | -1%
CN(Cc1nc(-c2cccc(Cl)c2)no1)C1CCOCC1 | ? | -5% | ? | -23 | 8% | 13% | 1% | 0% | 2µM* | ? | ?
O=C(O)CC(Cc1ccc(Cl)cc1)C(=O)NCC12CC3CC(CC(C3)C1)C2 (configuration not stated) | -3% | nt | -4% | -23 | 5% | -1% | -4% | 20% | -5% | 0% | -2%
Cc1ccc(OCc2nc3ccccc3n2C)cc1 | 55% | 7% | 3.5µM* | -5 | -6% | ? | -22% | ? | 1.8µM* | ? | 3µM*
CC(C)(C)c1ccc(-c2nnc3sc(-c4ccccn4)nn23)cc1 | 56% | -14% | 28% | -17 | 1%[11.7 µM] | ? | -28% | ? | ? | ? | 9.5µM*
COC(=O)c1ccc(Cn2cc(Cl)cn2)o1 | -1% | 4% | -6% | 23 | nt | -3% | 2% | 18% | -1% | 1% | 1%
CC(=O)Nc1ccc(NC(=O)CSC2=NS(=O)(=O)c3cc(Cl)ccc3N2)cc1 | 2% | nt | 7% | 2 | nt | 5% | nt | nt | 0% | 3% | -23%
Cc1ccc(S(=O)(=O)N2CCOCC2)cc1C(=O)N1C(=O)c2cccc(N)c2C1=O | -2% | -3% | -2% | -1 | 4% | 2% | -5% | ? | 1% | 2% | 2%
Cn1c(=S)[nH]c2[nH]c(=O)cnc2c1=O | 17% | -18% | -1% | 5 | -8% | 0% | -5% | -1% | 1% | -1% | -14%
O=C(COc1ccc(Br)cc1)N(CCO)CCO | -8% | -1% | -9% | -4 | -3% | 3% | 1% | 2% | -7% | -1% | -4%
O=C(Cc1ccc(Cl)c(Cl)c1)Nc1ccc(S(=O)(=O)Nc2ncccn2)cc1 | -3% | 2% | -6% | 1 | 16% | -2% | 5% | 2% | 0% | 9% | -3%
O=C(CSc1nc2ccccc2c(=O)[nH]1)N1CCCCC1 | 16% | -5% | 0% | ? | -9% | 20% | 10% | 20% | 1% | 19% | -11%
CC(NC(=O)CCl)c1ccc(Cl)c(Cl)c1 (configuration not stated) | -58% | 2% | -6% | -7 | 6% | -15% | 5% | -38% | -5% | -24% | 4%
N=C1SCC(=O)N1c1ncc(Cc2ccccc2Cl)s1 | -24% | -2% | -3% | 3 | ? | -8% | 0.71µM* | 126µM* | 3% | 2% | ?
O=C(NCCc1csc(-c2ccccc2)n1)c1c(F)cccc1F | 4% | -5% | 2% | -1 | 8% | -2% | 4% | 34% | -1% | -14% | ?
CC(C)(C)CC(=O)NC(=S)NCc1ccccc1 | -30% | 0% | -3% | 19 | -13% | 13% | 8.9µM* | 1.1µM* | -11% | -4% | 3%
COc1ccc(N2C(=O)CCC2=O)cc1 | -3% | 0% | 0% | 2 | -13% | 0% | -2% | -10% | -2% | -1% | 3%
O=c1cc(-c2ccc(O)c(-c3c(O)cc(O)c4c(=O)cc(-c5ccc(O)cc5)oc34)c2)oc2cc(O)cc(O)c12 | 11% | -2% | -6% | -6 | ? | -2% | -9% | 2% | 0% | 4% | 4%
CCOC(=O)N1CCN(C(=O)c2ccc(N(Cc3ccccc3Cl)S(C)(=O)=O)cc2)CC1 | 15% | nt | 1% | 15 | -17% | -4% | -3% | 4% | -1% | -2% | 0%
Cc1ccc(NC(=O)C2CCCN(C(=O)c3ccc(Cl)cc3)C2)cc1C (configuration not stated) | ? | -2% | 16% | -13 | -10% | 0% | 9% | ? | ? | 9% | 27µM*
NS(=O)(=O)c1cccc(NC(=O)COC(=O)CCCc2c[nH]c3ccccc23)c1 | -9% | -4% | -18% | 16 | ? | -2% | -6% | 10% | 0% | -6% | ?
CCCCCCC(=O)N1CCCC(c2nc(-c3cccc(OC)c3)no2)C1 (configuration not stated) | 17% | 0% | -6% | 42[activator] | nt | 2% | -6% | -1% | -3% | -4% | -4%
FC(F)(F)c1ccc(CN2C[C@@H]3C(c4ccccc4)C4(c5cccnc5)CC3(C4)[C@H]2c2ccccc2)cc1 (some centres not stated) | -4% | -11%&-3% | -2% | -2 | 3% | 8% | -1%&-3% | -26%&-41% | -3% | 0% | 0%
Cc1ccccc1N1C(=O)C2C3C=CC(C2C1=O)N(C)C3=O (configuration not stated) | 8% | -8% | -1% | 2 | -2% | -1% | -14% | -5% | 1% | -3% | ?
Cc1ccc(Cn2cnc3sc4c(c3c2=O)CCC4)c(C)c1 | 36% | 10% | -3% | 6 | 11% | 6% | -7% | 27% | -5% | -1% | ?
COc1ccccc1CNC(=O)/C(C#N)=C/c1ccc(OC)c(OC)c1OC | -19% | nt | 0% | -18 | -12% | -4% | -14% | ? | -1% | 3% | 3%
COc1ccc2[nH]c(=O)c(CN(C(=O)C3CCCO3)c3cccc(C)c3)cc2c1 (configuration not stated) | nt | -1% | -6% | nt | ? | 7% | 14% | 3% | -5% | 11% | 0%
Cc1cccc(C(=O)NC(=S)N(C)C2CCCCC2)c1 | 71% | 0% | 14% | -3 | -9% | -3% | 2.2µM* | 1.8µM* | 18% | 9% | -23%
CC1C(=O)N(Cc2ccc([N+](=O)[O-])cc2)c2ccccc2N1C(=O)c1c(F)cccc1F (configuration not stated) | -88% | nt | -4% | 3 | -11% | 1% | 2% | 0% | -5% | -8% | 0%
COCCN(Cc1ccccc1)C(=O)c1c(C)nn(-c2ccccc2)c1C | -38% | 1% | -6% | -14 | -23% | -3% | -3% | 0% | -1% | -4% | -4%
CCN(c1ccc(OC)cc1)S(=O)(=O)c1ccc2c(c1)NC(=O)CS2 | 68% | nt | 0% | ? | nt | 18% | 7% | 27% | -5% | 0% | ?
Cc1ccc(C(=O)NC2CCCc3c2cnn3-c2ccc(F)cc2F)cn1 (configuration not stated) | nt | -6% | -27% | nt | nt | 2% | 2.8µM* | ? | -30%[inhibitor] | -4% | 7%
COc1ccc(Cc2c(O)nc[nH]c2=O)cc1 | 16% | -9% | -5% | 19 | 5% | 17% | -11% | -14% | -1% | 2% | 9%
COC(=O)c1cc(=O)c2c([N+](=O)[O-])ccc(OC)c2o1 | -8% | 2% | -1% | 1 | 1% | 3% | 1% | -1% | -5% | 1% | -2%
NC(=O)CSc1nnc(-c2ccncc2)o1 | 15% | 8% | -2% | -20 | 0% | 9% | -5% | -3% | -4% | 2% | -11%
CCOc1ccccc1CNC(=O)CCCc1cn(C)c2ccccc12 | -7% | -1% | -5% | -27 | 4% | 3% | -1% | ? | -1% | -2% | 0%

Source: PubChem (National Center for Advancing Translational Sciences (NCATS))
